Screens as filed in PubChem BioAssay.
mouse EphA4 binding: inhibitors of EphA4 binding to KYL peptide, primary screen, biochemical, colorimetric, mouse EphA4 (AID 689). inhibition, % at 10 µM; hits with a dose series show IC50 in µM. EphA4-AP binding to KYL peptide, pNPP A405; higher % means a stronger effect. 62,000 compounds, 0.1% hits; in the data active means a potency from the dose series; inactive means the rest, 99 in 100 with inhibition below about 22%
An asterisk follows results filed as active.

SMILES	mouse EphA4 binding
CC(=O)Nc1ccc(N2C(=O)CSC23C(=O)Nc2ccccc23)cc1 (stereo unspecified)	2%
COc1ccc(CNC(=O)c2cnc(C)cn2)cc1	12%
Cn1c2ccccc2c2cc(C(=O)O)ccc21	-9%
Cc1ccc(S(=O)(=O)N(CC(=O)N/N=C/c2cccc3c2OCCO3)c2ccccc2F)cc1	-4%
COc1ccc(CNC(=O)C2CCN(S(=O)(=O)N3CCOCC3)CC2)cc1	-9%
COc1ccc(Cn2c(=O)[nH]c3cc(C(=O)NCCCN4CCCC4=O)ccc3c2=O)cc1	-7%
O=C1NC(=O)N(c2ccc(Cl)cc2)C(=O)/C1=C/c1cccs1	0%
O=c1c2ccccc2nc2ccc3nnnn3n12	8%
COc1ccc(CCNC(=O)C2CCCCC2C(=O)O)cc1OC (stereo unspecified)	-12%
CCn1c(Cc2ccccc2)nnc1SCC(=O)c1cccc([N+](=O)[O-])c1	-12%
CCOc1ccc(N(CC(=O)NCc2ccccc2)S(=O)(=O)c2c(C)noc2C)cc1	-13%
CC(=O)NC(CCS(C)(=O)=O)C(=O)Nc1c(F)cccc1F (stereo unspecified)	-6%
COC(=O)/C(=C\c1c[nH]c2ccccc12)NC(C)=O	1%
NC(=O)c1c(NC(=O)CSc2nnc(Cc3ccccc3)n2Cc2ccco2)sc2c1CCC2	-8%
Cc1cccc(NC(=O)CSc2nnc(-c3ccco3)c(-c3ccco3)n2)c1C	31%
COc1ccc2cc3cc(C(=O)NCc4ccc5c(c4)OCO5)oc3nc2c1	-15%
O=C(Nc1ccccc1Cl)ON=C1c2ccccc2-c2ccccc21	2%
CNC(=O)c1cc2cc(OC)ccc2oc1=N	-7%
COC(=O)c1cc(NC(=O)c2ccc(-c3ccc(Cl)cc3)o2)cc(C(=O)OC)c1	12%
COC(=O)c1cn(NC(=O)C2COc3ccccc3O2)c(=O)c2ccccc12 (stereo unspecified)	-38%

Filtered by structure: the compounds so far with a COOH group (2)
SMILES	mouse EphA4 binding
Cn1c2ccccc2c2cc(C(=O)O)ccc21	-9%
COc1ccc(CCNC(=O)C2CCCCC2C(=O)O)cc1OC (stereo unspecified)	-12%

Reformatted as labelled records: 4 of the compounds above.
structure: CC(=O)Nc1ccc(N2C(=O)CSC23C(=O)Nc2ccccc23)cc1 (stereo unspecified)
  mouse EphA4 binding: 2%

structure: CNC(=O)c1cc2cc(OC)ccc2oc1=N
  mouse EphA4 binding: -7%

structure: COc1ccc(CCNC(=O)C2CCCCC2C(=O)O)cc1OC (stereo unspecified)
  mouse EphA4 binding: -12%

structure: COC(=O)c1cc(NC(=O)c2ccc(-c3ccc(Cl)cc3)o2)cc(C(=O)OC)c1
  mouse EphA4 binding: 12%

Later entries:
SMILES	mouse EphA4 binding
CCN1CCN(CCNC(=O)CS(=O)(=O)Cc2nc(-c3ccc(C)cc3)oc2C)CC1	-6%
COc1ccc(S(=O)(=O)Nc2cc(Sc3ncn[nH]3)c(O)c3ccccc23)cc1	6.8µM*
COc1ccccc1N1CCN(CC(=O)c2c(C)[nH]c3ccccc23)CC1	6%
CCn1c2ccccc2c2cc(NC(=O)CSc3nnc(-c4ccc(OC)c(OC)c4)n3N)ccc21	10%
CC1(C)C(=O)OC(c2cccs2)C(C)(C)C1=O (stereo unspecified)	-9%
CC1(C)CC(OC(=O)c2ccco2)CC(C)(C)N1O	-8%
COc1ccc(C(=O)/C=C/Nc2ccc(Cl)cc2[N+](=O)[O-])cc1OC	1%
CCOC(=O)CSc1nnc(CNC(=O)c2ccc(OC)cc2)n1C1CCCCC1	-8%
Fc1cccc(-n2c(-c3ccco3)nc3nc4ccccc4nc32)c1	-2%
O=C(Nc1ccccc1)N1CCN(Cc2ccc3c(c2)OCO3)CC1	-4%
COCCCNC(=O)/C=C/c1ccc(Cl)cc1Cl	-8%
COCCOC(=O)C1=C(C)NC(=O)NC1c1c(F)cccc1Cl (stereo unspecified)	-6%
CSc1nnc(-c2ccc(Cl)cc2Cl)o1	-19%
CCN(CC)CCNC(=O)c1cc2c(-c3ccc(Cl)cc3)nn(C)c2s1	-7%
NC1=NC(c2ccccc2Cl)n2c(nc3ccccc32)N1 (stereo unspecified)	-10%
COc1ccc(-c2cc(CCCC(=O)N3CCN(c4ccc(OC)cc4)CC3)no2)cc1	0%
COc1ccc(-n2c(-c3ccccc3)nc(=S)c3c2CCCC3)cc1	-3%
Cc1occc1-c1nnc(SCc2cc(=O)n3cc(Br)ccc3n2)n1C	1%
O=C1CN2C(=Nc3ccc(Br)cc3C2c2ccccc2)CCN1 (stereo unspecified)	2%
COc1ccc(CN(CC(=O)NCc2ccco2)C(=O)CCC(=O)Nc2ccccn2)cc1	-10%
Fc1ccccc1COc1ccc(/C=N/n2cnnc2)cc1	-4%
COCCN1CN=C(Nc2nc3ccccc3o2)NC1	-12%
Cc1c(-n2c(=S)[nH]c3ccccc3c2=O)c(=O)n(-c2ccccc2)n1C	1%
Cc1ccc(C(c2nnnn2CS(=O)(=O)c2ccc(C)cc2)N2CCC(C(N)=O)CC2)cc1 (stereo unspecified)	4%
CN(Cc1cc2ccccc2[nH]c1=O)C(=O)C1CCCCC1	7%
Cn1c(=O)c(=O)n(C)c2cc(S(=O)(=O)N3CCCCCC3)ccc21	-12%
Cc1c(C)n(CC(O)CN2CCCCC2)c2ccccc12 (stereo unspecified)	-11%
CC(C)(C)C(=O)/C=C(\N)c1ccncc1	-7%
O=C(CC1C(=O)NCCN1C(=O)Nc1ccccc1)Nc1ccc2c(c1)OCCO2 (stereo unspecified)	-16%
O=C(Nc1ccccc1F)C1C2C=CC3(O2)C1C(=O)N(c1cccnc1)C3C(=O)NC1CCCCC1 (stereo unspecified)	-3%
C=CCN1C(=O)C(O)(CC(=O)c2ccc(N)cc2)c2ccccc21 (stereo unspecified)	-3%
O=C(Nc1nc(-c2ccc(Cl)cc2)cs1)c1cccs1	0%
CCc1ccc(OCc2nnc(SCCN3CCOCC3)n2CC)cc1	-9%
Cc1csc(=NC(=O)c2ccccc2)n1Cc1ccco1	-43%
O=C(O)CN(Cc1ccco1)S(=O)(=O)c1ccccc1	-5%
O=C(O)c1cccc(NCc2ccncc2)c1	-20%
Cc1cc(C)cc(-n2cnc3cc(C(=O)O)ccc32)c1	1%
Cc1nc(-c2ccccc2)sc1C(=O)NCc1ccccc1	-16%
Cc1ccc(C(c2ccc(C)o2)c2cccc([N+](=O)[O-])c2O)o1	-9%
CC(C)c1ccc(C(=O)N/N=C/c2cccc(Cl)c2Cl)cc1	-1%
O=[N+]([O-])c1ccccc1NCCNS(=O)(=O)c1ccccc1	-2%
CC(=O)c1c(C)[nH]c(C(=O)OCC(=O)C(C)(C)C)c1C	-9%
COc1cccc(C2CC(=O)NC(SC)=C2C#N)c1 (stereo unspecified)	-12%
COc1cc(C=O)ccc1OC(=O)c1cc(OC)c(OC)c(OC)c1	-10%
O=C(O)c1ccc(COc2ccc3c4c(c(=O)oc3c2)CCC4)o1	-8%
C=CCn1c(-c2ccccc2)nc(=S)c2c1CC(C)(C)OC2	-10%
COc1ccccc1NC(=O)COC(=O)c1ccc(S(=O)(=O)NCc2ccco2)cc1	0%
Cc1ccc(C)c(N2CCN(C(c3ccncc3)c3nnnn3Cc3ccccc3)CC2)c1 (stereo unspecified)	-5%
CNC(=O)c1cc2cc(OC)ccc2n1CCN(C)C	9%
COc1cc(OC)cc(C(=O)NC2CCSC2=O)c1 (stereo unspecified)	-1%
Cc1occc1-c1nnc(SCC(=O)NC(=O)NC(C)C)n1N	-3%
CSc1nnc(C2CCCN2)n1C (stereo unspecified)	-22%
CC1=CC(C)(C)C(C#N)(C#N)C(N)=C1C#N	-10%
COC(=O)c1ccc(/C=C/C(=O)c2ccc(OC)cc2)cc1	-11%
O=C(C1CCN(S(=O)(=O)N2CCOCC2)CC1)N1CCc2ccccc21	4%
CCOC(=O)C1=C(O)C(=O)N(c2ccc(S(N)(=O)=O)cc2)C1c1ccc(OC)cc1OC (stereo unspecified)	-29%
Cc1cccc(OCC(=O)NNc2c3ccccc3nc3ccccc23)c1	-6%
CCC(C)(C)n1nnnc1C(c1cc2cccc(C)c2[nH]c1=O)N1CCN(C(=O)c2ccco2)CC1 (stereo unspecified)	-14%
CCCC/C(C)=N/NC(=O)Nc1ccccc1	12%
Brc1ccccc1OCCCn1cnc2ccccc21	-22%

Printed as active in mouse EphA4 binding, of those listed so far:
SMILES	mouse EphA4 binding
COc1ccc(S(=O)(=O)Nc2cc(Sc3ncn[nH]3)c(O)c3ccccc23)cc1	6.8µM*

(list continues)
SMILES	mouse EphA4 binding
C=CCN(C(=O)CNC(=O)c1ccco1)C(C(=O)NC1CCCCC1)c1ccc(OC)cc1OC (stereo unspecified)	-12%
CCOC(=O)c1c(NC(C)=O)sc2c1CCCNC2=O	12%
Nc1ccc(N(c2ccccc2)c2ccc(N)cc2)cc1	5%
C[C@H](NC(=O)C1(c2ccccc2)CCN(C(=O)[C@H]2CSCN2C(=O)OC(C)(C)C)CC1)C(=O)O	-16%
COc1ccc(N(C(=O)COc2ccccc2)C2C=CS(=O)(=O)C2)c(OC)c1 (stereo unspecified)	-14%
CCOc1ccc(C2c3cc(OC)c(OC)cc3CC(=O)N2c2ccc(OC)cc2)cc1 (stereo unspecified)	-9%
CCCCOc1ccc(-c2nnn(CC(=O)NCc3ccco3)n2)cc1	-12%
C=CCn1c(=N)c(C(=O)NCCCOC)cc2c(=O)n3ccccc3nc21	-12%
CCOC(=O)N1CCN(c2nc(-c3cccs3)cc(C(F)(F)F)n2)CC1	-12%
CCOC(=O)C1=C(C)OC(N)=C(C#N)C1c1c(C)nn(-c2ccc(C)cc2)c1Cl (stereo unspecified)	-10%
Cc1ccc(C(=O)N(CN2CCCC2=O)c2ccc(F)cc2)cc1C	-9%
COC(=O)C1=C(C)Nc2nc(-c3ccccc3)nn2C1c1ccc(C)o1 (stereo unspecified)	-20%
CCC(=O)Nc1cccc(-c2nnc(SCC(=O)NCc3ccco3)n2C)c1	-14%
CC(=O)Nc1ccc(-c2cc(-c3ccc(NC(C)=O)cc3)nc(-c3ccccc3)n2)cc1	-15%
O=C(Nc1nc(-c2ccccc2)c(-c2ccccc2)o1)c1ccc(F)cc1	12%
COC(=O)c1ccc(COc2cc(C)cc3oc(=O)cc(-c4ccccc4)c23)cc1	-13%
O=C(NCc1cccc(C(F)(F)F)c1)C1CC(c2ccccc2[N+](=O)[O-])=NO1 (stereo unspecified)	-6%
CC1CCc2c(sc(NC(=O)/C=C/c3ccccc3)c2C(N)=O)C1 (stereo unspecified)	0%
O=C1c2cccnc2C(=O)N1CO	-10%
CCN(CC)c1ccc(C2C(C(=O)OCCOC(C)C)=C(C)NC3=C2C(=O)CCC3)cc1 (stereo unspecified)	-14%
Cc1ccc(NC(=O)c2ccccc2[N+](=O)[O-])cc1	4%
CCn1c(CCNC(=O)c2ccc(Cl)cc2Cl)n[nH]c1=S	1%
CC1CCC(C(C)C)C2=C1C(C#N)(C#N)C(C#N)(C#N)C(c1ccccc1)N2 (stereo unspecified)	1%
O=C(/C=C/c1ccccc1)N/C(=C\c1ccco1)C(=O)NCCO	-12%
Cc1ccc(OC(=O)c2cccc(S(=O)(=O)N(C)C)c2)c(-n2nc3ccccc3n2)c1	2%
Nc1nc2n(n1)C(c1ccco1)CC(c1ccc(F)cc1)N2 (stereo unspecified)	4%
Cc1ccc(C(=O)N2CCN(c3ccccc3)CC2)cc1S(=O)(=O)N1CCCC1	-3%
O=C1NC(=S)S/C1=C\c1ccc(OC(=O)c2ccccc2I)cc1	-3%
COc1cc(/C=C2\SC(=S)NC2=O)ccc1Oc1ccc([N+](=O)[O-])cn1	-2%
CCOc1ccc2nc(NC(=O)c3ccc(Cl)cc3)sc2c1	-14%
CCOC(=O)c1c(C)nc2sc3c(=O)n(-c4ccc(C(C)=O)cc4)nnc3c2c1-c1ccc(Cl)cc1	4%
COc1ccc(NC(=O)c2c(Cl)n(C)c3ccccc23)cc1	0%
COc1ccccc1NC(=O)CSc1nnc(-c2ccc(C)cc2)o1	-1%
Cn1c(=NC(=O)C2CC2)sc2cc(F)cc(F)c21	-4%
Cn1c(=O)[nH]c(=O)c2c1nc(NC1CCCCC1)n2Cc1ccccc1	-14%
CCn1nc2cc(C(=O)NCc3cc(C(F)(F)F)cc(C(F)(F)F)c3)ccc2c1OC	9%
Cn1nc(-c2ccc(Cl)cc2)c2cc(C(=O)N3CCOCC3)sc21	3%
CCC1=NN(C(=O)C(=O)Nc2ccccc2OC)C(O)(C(F)(F)F)C1 (stereo unspecified)	-5%
O=C1CSC(=S)N1CC1CCCO1 (stereo unspecified)	-6%
CCOc1ccc(C2C3(OC(c4ccc(Cl)cc4)C24C(=O)c2ccccc2C4=O)C(=O)c2ccccc2C3=O)cc1 (stereo unspecified)	6%

3 entries from above, ordered by their value in mouse EphA4 binding, high to low.
SMILES	mouse EphA4 binding
CCn1c(CCNC(=O)c2ccc(Cl)cc2Cl)n[nH]c1=S	1%
COc1ccccc1NC(=O)CSc1nnc(-c2ccc(C)cc2)o1	-1%
COc1cc(/C=C2\SC(=S)NC2=O)ccc1Oc1ccc([N+](=O)[O-])cn1	-2%

This is a subset; rates above refer to the full screens.
